PP5 inh: PP5 phosphatase inhibitors, primary screen, biochemical, fluorescence; purified PP5c, OMFP substrate fluorescence; AID 1987, 2009; 0.18% of 320,000 active; Serine/threonine-protein phosphatase 5 (Homo sapiens), P53041; inhibition, % at 6.7 µM;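 active means inhibition above the campaign's mean inhibition across all tested compounds plus 3 SD, cut at about 9.5% in these data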;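 further: 0% = DMSO only and 100% = 100 µM cantharidin control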
Target sequence (P53041 whole entry, looked up): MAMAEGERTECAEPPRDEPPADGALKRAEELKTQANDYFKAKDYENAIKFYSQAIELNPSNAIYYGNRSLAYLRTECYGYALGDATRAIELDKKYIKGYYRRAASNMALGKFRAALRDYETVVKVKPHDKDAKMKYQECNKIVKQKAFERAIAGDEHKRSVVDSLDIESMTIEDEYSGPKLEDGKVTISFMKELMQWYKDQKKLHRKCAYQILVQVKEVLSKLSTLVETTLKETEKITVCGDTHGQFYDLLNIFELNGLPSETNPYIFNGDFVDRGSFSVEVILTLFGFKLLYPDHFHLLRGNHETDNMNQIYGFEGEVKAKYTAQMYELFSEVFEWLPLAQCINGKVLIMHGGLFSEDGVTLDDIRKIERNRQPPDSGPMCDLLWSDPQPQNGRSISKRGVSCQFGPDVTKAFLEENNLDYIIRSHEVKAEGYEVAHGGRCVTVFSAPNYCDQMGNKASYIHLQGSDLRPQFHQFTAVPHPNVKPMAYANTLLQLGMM
PP1 counter: PP1-alpha phosphatase inhibitors, primary screen, counter-screen for PP5 inhibitor project, biochemical, fluorescence, OMFP substrate, single point | purified PP1alpha | AID 2235, 2010 | inhibition, % at 6.7 µM | 0.9% of 320,000 active;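 active means inhibition above the mean inhibition of all tested compounds plus 3 SD, computed separately for each screening campaign, cut at about 15% in these data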
Efflux pump inh: inhibitors of Candida efflux pumps in yeast, primary screen, S. cerevisiae, Nile Red, multiplex; 0.44% of 330,000 active; S. cerevisiae Candida pump triplex; inhibition, % at 10 µM; AID 485275, 2010;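 active means plate passing quality check with inhibition over a set limit, or well fluorescence over plate mean plus 4 SD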;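 further: Nile Red retained in pooled yeast measured as flow cytometry median fluorescence; 0% = buffer negative control and 100% = Enniatin B positive control; higher means more Nile Red kept so more efflux inhibition; some compounds called inactive have numbers as strong as hits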
PREPL inh: PREPL enzyme inhibitors, primary screen, biochemical, fluorescence polarization. Prolyl endopeptidase-like (Homo sapiens), Q4J6C6. 0.68% of 320,000 active. AID 2751, 2010. inhibition, % at 5.96 µM. recombinant PREPL, fluorescence polarization activity-based probe; in the data active means inhibition above about 43%;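 further: 0% = enzyme with DMSO and 100% = wells lacking enzyme; many of its hits are not listed in these tables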
HCV core dimer: inhibitors of HCV core protein dimerization, primary screen, biochemical, TR-FRET, high-throughput | AID 1899, 2009 | 0.33% of 300,000 active | inhibition, % at 5 µM | TR-FRET GST/Flag-core106 dimerization, 1536-well;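 active means inhibition above the mean of all tested compounds plus 3 SD, set per screening campaign, cut at about 45% in these data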
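Assay system – GST-tagged and Flag-tagged HCV core protein residues 1-106 · Quantity – core106 proteins, GST 13.5 nM and Flag 17 nM · Benchmarks – unlabelled core106 and no-GST-core106 wells · Read-out basis – percent inhibition of core106 dimerization signal · Detection – time-resolved FRET, ex 340 nm, em 617 and 671 nm · Schedule – 4 h at 22.5 °C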
CTSL1 counter: Fasciola hepatica cathepsin L1 inhibitors, primary screen, counter-screen for PFM18AAP inhibitor project, biochemical, QFRET, fluorogenic peptide substrate | 0.49% of 300,000 active | inhibition, % at 5.96 µM | recombinant F. hepatica cathepsin L1, Z-Leu-Arg-MCA fluorescence | AID 1906, 2009;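 active means inhibition above the mean of all tested compounds plus 3 SD, set per screening campaign, cut at about 17% in these data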;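 further: 0% = plate median of test compound wells and 100% = 1 µM Z-Phe-Ala-diazomethylketone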
ZTA counter: counter-screen for EBNA-1 inhibitors: inhibitors of Epstein-Barr virus ZTA; P03206; ZTA-DNA binding, fluorescence polarization; inhibition, % at 11 µM; 0.15% of 320,000 active; AID 2234; in the data active means inhibition above about 33%
Target sequence (P03206 whole entry, looked up): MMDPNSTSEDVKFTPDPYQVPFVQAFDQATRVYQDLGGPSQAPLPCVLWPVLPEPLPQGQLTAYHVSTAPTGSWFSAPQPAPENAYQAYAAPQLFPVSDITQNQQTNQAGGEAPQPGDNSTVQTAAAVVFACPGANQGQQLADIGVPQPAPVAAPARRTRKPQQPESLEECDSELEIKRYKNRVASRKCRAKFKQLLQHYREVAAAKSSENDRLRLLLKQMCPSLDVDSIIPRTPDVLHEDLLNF
TPT1 inhibitor: Candida albicans TPT1 enzyme inhibitors, primary screen, biochemical, fluorescence polarization; tRNA 2'-phosphotransferase TPT1 (Candida albicans SC5314); recombinant caTPT1, FP RNA substrate dephosphorylation; inhibition, % at 5 µM; 0.81% of 300,000 active; AID 1962, 2009;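 active means inhibition above the mean of all tested compounds plus 3 SD, set per screening campaign, cut at about 24% in these data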;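 further: plate controls were DMSO alone for no effect and ferristatin control at 100 nM for full effect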
EBNA-1 inhibitor: EBNA-1 DNA-binding inhibitors, primary screen, biochemical, fluorescence polarization. 0.34% of 300,000 active. inhibition, % at 14.8 µM; in the data active means inhibition above about 28%
An asterisk follows results filed as active; . = not tested or not shown.

Each structure is followed by: PP5 inh	PP1 counter	Efflux pump inh	PREPL inh	HCV core dimer	CTSL1 counter	ZTA counter	TPT1 inhibitor	EBNA-1 inhibitor
> O=C(c1ccco1)N1CCN(C(=O)C2CC(c3ccc(F)cc3)=NO2)CC1 (stereo not drawn)
    2.4	0	-0.1	11	4	-1	7	-2	3
> O=C(NCc1ccco1)c1scc2c1OCCO2
    3.5	-1	-0.1	-6	-5	-2	-22	0	-1
> COc1cc(S(=O)(=O)Nc2ccc(Br)cc2)ccc1N
    1.2	-1	-0.2	-7	-4	-2	1	-2	-5
> O=C(O)c1ccnc(Cl)c1
    0.2	-1	0.1	2	5	2	9	-2	14
> CC(C)C[C@H](NC(=O)OC(C)(C)C)C(=O)N[C@@H](CO)[C@H](O)[C@@H]1C[C@@H]1C(=O)N1CCCC1
    -1.8	1	0.1	17	-8	45*	-1	-3	-2
> Cc1cc(O)c(-c2cc(C(=O)Nc3cccnc3)[nH]n2)cc1C
    2.0	-4	0.2	16	1	3	4	1	22
> CCn1cc(C(=O)N2CCN(c3ccc(OC)cc3)CC2)c2cc(OC)c(OC)cc2c1=O
    2.6	-3	0.1	9	2	0	3	0	2
> COc1cc2nc(CN3CCN(C(c4ccccc4)c4ccccc4)CC3)[nH]c(=O)c2cc1OC
    -2.0	1	0.2	15	3	-5	1	-1	-12
> CC(C)n1nnnc1SCC(=O)c1ccc2c(c1)OCCO2
    -2.4	0	0.1	5	3	4	-4	-3	-13
> Cc1cccc(C)c1-n1c(C)cc(/C=N\NC(=O)CC(=O)NC2CCCCC2)c1C
    0.1	1	-0.1	12	5	3	-5	3	-4

Continued.
Each structure is followed by: PP5 inh	PP1 counter	Efflux pump inh	PREPL inh	HCV core dimer	CTSL1 counter	ZTA counter	TPT1 inhibitor	EBNA-1 inhibitor
> Cc1nnc(SCCn2c(N(C)Cc3ccccc3)nc3c2c(=O)n(C)c(=O)n3C)s1
    1.5	-1	-0.1	16	1	2	8	1	6
> CCC(C)NC(=O)CCc1c(C)nc2c(c(C)nn2-c2ccccc2)c1C (stereo not drawn)
    2.4	0	0.0	0	10	-1	15	-2	-2
> COc1ccc(C(=O)/C=C/c2ccccc2)c(OC)c1
    3.4	-1	0.2	2	-7	3	-4	0	-6
> Cc1ccc(-c2ccnc3[nH]n(-c4ccccc4)c(=O)c23)cc1
    1.5	-2	0.1	1	-24	0	-11	1	1
> NC(=O)CC(NC(=O)Cc1cccc2ccccc12)c1ccc(NCc2ccccc2)c([N+](=O)[O-])c1 (stereo not drawn)
    1.9	2	0.1	-7	3	3	-8	9	-7
> COc1ccc(C2C(C(=O)NCCCN3CCOCC3)c3ccccc3C(=O)N2c2ccc(OC)cc2)cc1 (stereo not drawn)
    -1.0	-3	0.1	2	1	-4	-14	2	-2
> COc1cccc(CN(C)C(=O)CNC(=O)c2ccc3c(c2)OCO3)c1OC
    -0.1	0	-3.0	17	-6	0	-11	-1	8
> Cc1ccc(C)c(-c2nn(-c3cc(N4CCN(CCO)CC4)ccc3[N+](=O)[O-])c(=O)c3ccccc23)c1
    2.6	7	0.5	62*	1	4	0	2	11
> COc1ccccc1NCC(O)COc1ccc(C(C)(C)C)cc1 (stereo not drawn)
    8.6	4	0.2	15	1	6	5	0	-8
> CCc1nnc(NC(=O)CCS(=O)(=O)c2ccc(C)cc2)s1
    0.1	-3	0.1	0	0	-4	12	1	3

(next part)
Each structure is followed by: PP5 inh	PP1 counter	Efflux pump inh	PREPL inh	HCV core dimer	CTSL1 counter	ZTA counter	TPT1 inhibitor	EBNA-1 inhibitor
> O=C(COC(=O)/C=C/c1cccc(C(F)(F)F)c1)Nc1ccc(Cl)cn1
    3.1	0	0.6*	15	.	.	-9	.	.
> CSc1sc(C(=O)NN)c2c1C1(CCC2)SCCS1
    0.1	2	-0.1	19	-7	-2	-6	-1	4
> COC(=O)Cc1ccc(NC(=O)C(c2ccccc2)c2ccccc2)cc1
    0.9	1	-0.1	-2	4	-2	15	-1	5
> CC(C)C(=O)Nc1ccnc(-c2cccnc2)n1
    2.4	-3	0.1	6	0	-2	2	5	-10
> O=C(NCc1ccco1)C12CC3CC(C1)CC(C(=O)NCc1ccco1)(C3)C2
    -2.0	4	0.0	10	-4	0	8	-4	8
> CC(N)C12CC3CC(C1)CC(C(C)N)(C3)C2 (stereo not drawn)
    0.5	10	0.0	-1	-6	1	18	-1	9
> Cc1ccc(-c2[nH]c(-c3ccc(C(=O)O)cc3)nc2-c2ccccc2)cc1
    5.4	11	-0.2	3	18	4	12	-5	7
> O=C(NC1CCCCCC1)C(=S)NCc1ccccc1
    -0.8	-3	0.6	4	1	-3	-15	-1	-10
> CCNc1nc(NCC)nc(SCCOc2ccc(C)cc2)n1
    6.2	-1	0.1	-2	-10	-2	10	-1	5
> CC(C)(C)C(=O)Nc1ccccc1C(=O)N1CCCC1
    -2.1	-3	0.1	9	-5	17*	-5	1	-5

Further compounds:
Each structure is followed by: PP5 inh	PP1 counter	Efflux pump inh	PREPL inh	HCV core dimer	CTSL1 counter	ZTA counter	TPT1 inhibitor	EBNA-1 inhibitor
> COc1ccc(N(CC(=O)N2CCc3ccccc3C2)S(C)(=O)=O)cc1OC
    -0.8	-2	0.2	12	-2	-3	-7	0	7
> C=CCn1c(=O)[nH]c2nc3cc(N=CN(C)C)c(C)cc3nc2c1=O
    1.1	-2	1.7*	23	-3	4	0	-58	4
> COc1ccc(-c2nnc(SCc3csc(N)n3)n2C)cc1
    1.1	-5	-0.2	12	-1	-3	-16	-1	-6
> CC(C)c1ccc(NC(=S)NCc2ccc3c(c2)OCO3)cc1
    -1.7	2	-0.1	-9	3	-4	12	0	0
> CC(C)C1N(C(=O)N(C)C)CCN1S(=O)(=O)c1ccccc1 (stereo not drawn)
    0.5	5	0.2	-2	-9	-4	-7	-4	-10
> CC(C)NC(=O)C1CCN(C2CCN(C(=O)C3=CCCC3)CC2)CC1
    4.2	0	0.2	3	-4	-2	11	-3	6
> O=C(CCCOc1ccccc1)N1CCN(S(=O)(=O)c2cccs2)CC1
    1.0	-3	0.1	15	6	-1	7	0	6
> COc1ccc(C(C)n2c(C)c3c(C)nnc(C)c3c2C)cc1 (stereo not drawn)
    0.9	-2	6.7*	23	-1	10	4	3	-10
> CC(=O)c1ccc(S(=O)(=O)N2CCN(C(=O)C3CCCC3)CC2)cc1
    2.2	1	0.2	15	-15	0	-4	-1	0
> CCOC(=O)COc1nc(-c2ccco2)cc(-c2ccco2)c1C#N
    2.1	1	0.0	13	25	2	4	8	2

Quoted from the listing:
Under HCV core dimer, COc1ccc(-c2nnc(SCc3csc(N)n3)n2C)cc1 has -1
Under PP5 inh, CC(C)C1N(C(=O)N(C)C)CCN1S(=O)(=O)c1ccccc1 (stereo not drawn) has 0.5

The list goes on:
Each structure is followed by: PP5 inh	PP1 counter	Efflux pump inh	PREPL inh	HCV core dimer	CTSL1 counter	ZTA counter	TPT1 inhibitor	EBNA-1 inhibitor
> CCOc1cc(NC(=S)N2CCC(C(N)=O)CC2)c(C(=O)OC)cc1OCC
    0.6	-2	0.0	-4	-2	1	8	-5	-2
> Cc1nn(C(C)C(=O)O)c(C)c1[N+](=O)[O-] (stereo not drawn)
    2.0	7	0.2	7	1	0	11	-1	-25
> Cc1csc(-c2cnn(-c3ccccc3)c2NC(=O)c2ccccc2)n1
    3.0	-2	-0.1	-2	-2	-4	-1	4	-4
> Cc1ccc(CNC(=O)CSCc2ccccc2F)cc1
    1.1	8	0.1	-15	-1	-3	-4	2	4
> Cc1sc2nc(SCc3ccc(C(=O)O)cc3)n(Cc3ccco3)c(=O)c2c1C
    2.2	11	0.1	-11	9	2	20	0	14
> Cc1ccc(Nc2ccc(C(F)(F)F)cc2[N+](=O)[O-])cc1
    3.0	-2	-7.3	9	-4	0	-18	-3	-2
> Cc1cccc(CSc2nc3c(c(=O)[nH]2)CCCC3)c1
    2.0	-2	0.7	-8	-2	-7	-11	3	-6
> COc1ccc(CCNC2CCc3ccccc3C2)cc1 (stereo not drawn)
    1.6	1	0.0	-9	5	2	-1	1	-1
> Cc1ccc(C(=O)/C=C/NCc2ccc(F)cc2)cc1
    0.7	-1	0.2	-1	2	4	-5	-4	5
> NC(=O)COc1ccc(=O)n(-c2ccccc2)n1
    1.2	2	0.1	-9	11	-2	-9	-6	-9

Additional entries
Each structure is followed by: PP5 inh	PP1 counter	Efflux pump inh	PREPL inh	HCV core dimer	CTSL1 counter	ZTA counter	TPT1 inhibitor	EBNA-1 inhibitor
> COc1ccc(/C(N)=N/OC(=O)Cc2ccc(C)cc2)cc1
    2.2	-2	-0.1	0	-2	-8	-2	0	12
> CCOc1ccc(CCNC(=O)CN(C)S(=O)(=O)c2ccc3c(c2)CCC(=O)N3)cc1OCC
    1.3	-1	0.2	0	-3	-5	7	-1	7
> COC(=O)c1ccccc1NC(=O)CN(c1c(C)cccc1C)S(C)(=O)=O
    3.6	-5	0.1	-7	-1	-1	-3	2	-1
> COc1cc(C)c(S(=O)(=O)NCc2ccc3c(c2)OCO3)cc1C
    1.4	3	-0.1	5	2	0	4	0	3
> COc1ccc(N(C(=O)CCC(=O)Nc2cc(C)on2)C(C(=O)NC2CCCC2)c2ccco2)cc1 (stereo not drawn)
    3.0	-2	-0.2	3	-2	-3	-10	0	7
> COc1ccc(CNC(=O)COc2ccc(Br)c(C)c2)cc1
    4.3	1	0.0	-8	-25	3	-16	-4	-15
> CCOC(=O)c1sc(=NC(=O)c2ccc(Br)cc2)n(C)c1C
    0.6	12	0.0	10	-4	-1	-4	-2	-10
> Nn1c(SCC(=O)Nc2ccc3c(c2)OCCO3)nnc1-c1ccccn1
    -5.4	-4	1.2	11	-9	-8	7	-3	-17
> Cc1cccc2cc(C#N)c(NCCNC(=O)COc3ccccc3)nc12
    2.4	-1	-0.1	-6	6	4	15	-5	2
> CC1(C)Cc2c(sc3nc(N/N=C/c4ccccc4)[nH]c(=O)c23)CO1
    0.6	-1	-0.5	19	6	2	22	0	2

Screening data deposited in PubChem by several laboratories.

This is a subset (hit frequency here may not be typical).
